# TAG inh: inhibitors of triacylglycerol accumulation; actives 0.66% (n = 230,000); inhibition, % at 12.5 µM; H9c2 cells, Nile Red lipid (TAG) fluorescence; cells loaded with 200 µM oleic acid;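 active = pattern-corrected inhibition of lipid staining of at least 50% with the nuclear-stain viability signal not falling by more than 50%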;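 note: 0% = DMSO wells and 100% = triacsin C control wells; some results filed as inactive read as strong as hits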
# TAG inh DAPI viability: further read-out of TAG inh, marked with its call; DAPI nuclei signal change (viability), lower = more cytotoxic, %;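 whole-well DAPI fluorescence read on a plate reader as a viability signal; minus 50 percent equals half of cells still viable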
# An asterisk follows results filed as active.
# A first look (3 entries):
SMILES,TAG inh,TAG inh DAPI viability
COc1ccc2nc(NC(=O)C3CCCN(S(=O)(=O)c4cccs4)C3)sc2c1 (stereo not given),15,0
O=C(CCC(=O)N1CCOc2ccc(Cl)cc21)N1CCN(c2ccccn2)CC1,-14,8
O=C1N=c2ccccc2=C1c1sc(=S)n(NC(=O)c2ccccc2)c1O,-9,6

# This part in full, repeating the preview:
SMILES,TAG inh,TAG inh DAPI viability
COc1ccc2nc(NC(=O)C3CCCN(S(=O)(=O)c4cccs4)C3)sc2c1 (stereo not given),15,0
O=C(CCC(=O)N1CCOc2ccc(Cl)cc21)N1CCN(c2ccccn2)CC1,-14,8
O=C1N=c2ccccc2=C1c1sc(=S)n(NC(=O)c2ccccc2)c1O,-9,6
Nc1cc(N)nc(SCC(=O)NC(=O)NC2CCCC2)n1,-3,9
Cc1ccc(S(=O)(=O)NCc2ccncc2)cc1C,-10,-8
Cc1ccc(NC(=O)c2csc3c2CCCC3)cc1,-7,-7
Cc1ccc(S(=O)(=O)c2nc(-c3ccco3)oc2N2CCC(C)CC2)cc1,5,-11
Cc1cc(C)c2[nH]c(=O)c(C(c3nnnn3Cc3ccc4c(c3)OCO4)N3CCC(C)CC3)cc2c1 (stereo not given),20,-4
N#Cc1nc(-c2ccc(Cl)cc2)oc1NCCc1ccccn1,-3,20
O=c1[nH]cnc2c1sc1nc(-c3ccccc3)c3c(c12)CCCC3,-4,9
CC(C(=O)N(C)C)N(C#N)c1nc(N(C)C)nc(N(C)C)n1 (stereo not given),-7,1
O=C(NNC(=O)c1ncc(Cl)c(Cl)c1Cl)c1ccc(F)cc1,0,-5
Cc1ccsc1CNC(=O)C1(C)CCN1C(C)C (stereo not given),10,-3
CCOc1ccccc1C(=O)Nc1cc(C)ccc1NC(=O)c1ccco1,0,-2
Cn1nnnc1SCC(=O)NC1CCCc2ccccc21 (stereo not given),12,-2
Cc1ccccc1N1C(=O)C(Cl)=C(N2CCN(c3ccccc3)CC2)C1=O,-11,2
O=C(NCc1ccc2c(c1)OCO2)c1cc(-c2cc(Cl)ccc2O)n[nH]1,-4,-5
COc1ccc(C(=O)NCC(c2ccccc2)c2ccccc2)cc1S(=O)(=O)N1CCOCC1,5,-7
CCCCN1CC(Br)C(=O)NC1=O (stereo not given),3,9
COc1ccc(C(=O)C2CCCN(C(=O)c3cccs3)C2)cc1F (stereo not given),-10,-10
COc1ccc(-c2csc(N(CCCN(C)C)C(=O)c3cc(OC)c(OC)c(OC)c3)n2)cc1,7,4
CCOC(=O)c1sc(N)nc1-c1ccccc1,-5,-2
CCOC(=O)c1c(NC(=O)CSc2nnc(-c3cccc(C)c3)n2CC)sc(C(C)=O)c1C,16,-6
CN1CCN(C(=O)c2cc3ccccc3cc2O)CC1,14,-3
CCNc1nc(OCCNC(C)=O)nc(N(C)C)n1,0,1
COC(=O)c1[nH]c2cc(OC)ccc2c1NC(=O)CCN1CCN(Cc2ccc3c(c2)OCO3)CC1,13,0
Cc1ccccc1NC(=O)Cc1nc(COC(=O)c2cc([N+](=O)[O-])ccc2N)cs1,3,-7
O=C(Cc1n[nH]c(=O)c2ccccc12)OCC(=O)c1ccc(F)cc1,-10,3
COC(CNC(=O)c1cc(C)nn1-c1ccccc1)OC,6,-8
O=C(NCc1ccc(N2CCCC2=O)cc1)c1ccc(F)cc1,1,2
Cc1nnc(NC(=O)c2ccc(C)c(S(=O)(=O)N3CCCCCC3)c2)s1,-6,-8
CCOC(=O)CNC(=O)CSc1ncnc2c1cnn2-c1ccc(Cl)cc1,-10,9
CCCn1c(CCC(=O)O)nc2cc(S(=O)(=O)N(CC)CC)ccc21,4,5
COc1ccc(C(C)=O)cc1CSc1ncccn1,2,1
Cc1nn(-c2ccccc2)c(C)c1NC(=O)COC(=O)/C=C/c1ccccc1,6,-19
COc1ccc(Nc2nc3ccccc3nc2-n2nc(C)cc2C)cc1,0,9
O=C(NCc1ccco1)c1ccc2sc([C@H]3C[C@H](O)[C@@H](CO)O3)nc2c1,2,-1
CC1Cc2ccccc2N1S(=O)(=O)c1cccc(C(=O)NCc2ccccn2)c1 (stereo not given),-13,-3
CC(C)CNC(=O)C1(C)CCCN1C(=O)c1ccncc1 (stereo not given),1,8
CC(=O)c1ccc(N2C(=O)NC3(CCCCC3)C2=O)cc1,7,-2
COc1ccc(NC(=O)CSc2nccn2Cc2ccc(F)cc2)c(OC)c1,-13,9
CCCCN(C(=O)CSc1nnc(-c2ccccc2)o1)c1c(N)n(CCC)c(=O)[nH]c1=O,-21,3
CCOC(=O)Cn1c(=NC(=O)CSC(C)=O)sc2cc(F)ccc21,4,-3
O=C(COc1ccc([N+](=O)[O-])cc1)Nc1ccc(C(=O)Nc2ccccc2C(=O)O)cc1,-14,16
CC1CCc2c(sc3nc(SCC(=O)O)n(-c4ccccc4)c(=O)c23)C1 (stereo not given),1,8
O=C(c1cc(C2CC2)nn1-c1ccccc1)N1CCN(S(=O)(=O)c2ccccc2)CC1,-19,-4
CCC(C)NC(=O)CSc1nc2ccccc2c(=O)n1-c1c(C)n(C)n(-c2ccccc2)c1=O (stereo not given),-2,-6
O=C(O)c1ccc2c(c1)ncn2C1CCCC1,-7,7

# Individual results from the results shown:
# TAG inh DAPI viability, `O=C(O)c1ccc2c(c1)ncn2C1CCCC1` : 7
# TAG inh, `CCC(C)NC(=O)CSc1nc2ccccc2c(=O)n1-c1c(C)n(C)n(-c2ccccc2)c1=O` (stereo not given) : -2
# TAG inh, `O=C(NCc1ccco1)c1ccc2sc([C@H]3C[C@H](O)[C@@H](CO)O3)nc2c1` : 2
# TAG inh DAPI viability, `CC(=O)c1ccc(N2C(=O)NC3(CCCCC3)C2=O)cc1` : -2
# TAG inh, `CC1Cc2ccccc2N1S(=O)(=O)c1cccc(C(=O)NCc2ccccn2)c1` (stereo not given) : -13

# (next part)
SMILES,TAG inh,TAG inh DAPI viability
CCn1nc(C)cc1-c1nnc(SCC(=O)Nc2ccccc2)n1CCCOC,2,0
COc1ccc(-c2nnc(-c3ccc(N)cc3)o2)cc1,8,7
COc1ccc(C(=O)N2CCN=C2SCc2cccnc2)cc1OC,13,2
Cc1cc(NC(=O)CN(C)CC(=O)Nc2ccc(F)c(F)c2F)no1,4,5
O=C(Cc1ccccc1)NCCN1CCCC1,-6,3
O=C(Nc1cccc2cccnc12)c1ccccc1Cl,11,-7
CCOC(=O)c1cnc2c(ccc3ccccc32)c1N,16,1
C=CCN(C(=O)C1CSC2(C)CCC(=O)N12)c1nc(-c2ccccc2)cs1 (stereo not given),-6,-3
CCc1ccc(/C=c2\s/c(=C\C(=O)C(C)(C)C)[nH]c2=O)cc1,7,1
O=C(OC(C(=O)Nc1ccc([N+](=O)[O-])cc1Br)c1ccccc1)c1ccccc1 (stereo not given),-29,7
COc1ccc(OC)c(S(=O)(=O)N2CCN(c3c(C)cccc3C)CC2)c1,2,-9
COC(=O)c1ccc(C)c(NC(=O)Cn2c(C)csc2=O)c1,-8,5

# Reprinted from above, 6 compounds:
SMILES,TAG inh,TAG inh DAPI viability
CCn1nc(C)cc1-c1nnc(SCC(=O)Nc2ccccc2)n1CCCOC,2,0
COc1ccc(-c2nnc(-c3ccc(N)cc3)o2)cc1,8,7
COc1ccc(C(=O)N2CCN=C2SCc2cccnc2)cc1OC,13,2
Cc1cc(NC(=O)CN(C)CC(=O)Nc2ccc(F)c(F)c2F)no1,4,5
O=C(Cc1ccccc1)NCCN1CCCC1,-6,3
O=C(Nc1cccc2cccnc12)c1ccccc1Cl,11,-7

# (more compounds)
SMILES,TAG inh,TAG inh DAPI viability
CCc1cccc(CN2CCC(CNC(=O)Nc3ccc(Cl)cc3)CC2)c1,-2,3
CCOCC(=O)Nc1cccc(Br)c1,-11,4
COCC1CCCN(Cc2nc(C(c3ccccc3)c3ccccc3)no2)C1 (stereo not given),-21,1
CC(=O)NCC(=O)NC(Cc1ccccc1)C(N)=O (stereo not given),-3,3
COc1ccc(C)cc1N1CC(C(=O)Nc2ccccc2C(=O)NC2CC2)CC1=O (stereo not given),7,7
COc1ccc(C2CC(c3cccs3)=NN2S(C)(=O)=O)cc1 (stereo not given),11,-2
CCCCCCCCc1nc(SCC(C)=O)n[nH]1,2,0
Cc1nn(Cc2ccccc2)c(Cl)c1/C=C/C(=O)OCC(=O)N(C)C1CCS(=O)(=O)C1 (stereo not given),-4,17
COc1ccc(C2(C)C(C#N)C(=O)NC(=O)C2C#N)cc1 (stereo not given),0,4
O=C(COc1c(Br)cc(Br)c2cccnc12)N1CCCCC1,-15,4
O=C(Nc1ccc(S(=O)(=O)Nc2ncccn2)cc1)c1ccc(Br)o1,1,7
Nc1nc(-c2ccc3ccccc3c2)cs1,8,-4
Cn1nnnc1SCC1=C(C(=O)O)N2C(=O)C(NC(=O)Cn3nc(C(F)F)cc3C3CC3)C2SC1 (stereo not given),-6,4
CCNC(=O)C1(C)CCCN(Cc2cc3ccccc3o2)C1 (stereo not given),-12,19
CC(C)N1CCN(C(=O)c2ccc(OC3CCN(CCc4ccccc4)CC3)cc2)CC1,24,-2
Brc1cnc2ccccc2c1N1CCCCC1,-7,5
COc1ccc2cc(-c3[nH]ncc3CN3CCCCO3)ccc2c1,6,14
CN(C)C(=O)C(=O)c1c(-c2ccccc2)cc2ccccn12,-4,-5
CCCOCC1CC2(SC(=Nc3ccc(C)cc3)NC2=O)C(=O)O1 (stereo not given),12,-9
O=[N+]([O-])c1cccc(S(=O)(=O)NC2CC3CCC2C3)c1 (stereo not given),-2,0
CCn1c(O)c(N=Nc2ccc3ccccc3n2)c2ccccc21,17,-7
O=[N+]([O-])c1ccc(S(=O)(=O)Nc2ccccn2)cc1,10,-10
Cc1cccc(N2CN(S(=O)(=O)c3cccc([N+](=O)[O-])c3)c3nc4ccccc4nc32)c1,54*,3.5*
Cc1[nH]c2ccccc2c1/C=N/NS(=O)(=O)c1ccccc1,-3,-1

# The list goes on, starting with the last 2 of the part before.
SMILES,TAG inh,TAG inh DAPI viability
Cc1cccc(N2CN(S(=O)(=O)c3cccc([N+](=O)[O-])c3)c3nc4ccccc4nc32)c1,54*,3.5*
Cc1[nH]c2ccccc2c1/C=N/NS(=O)(=O)c1ccccc1,-3,-1
CCC(=O)N1CCc2cc(S(=O)(=O)NCCCN3CCN(Cc4ccccc4)CC3)ccc21,-6,-9
Cn1cccc1Cc1nnc(SCC(=O)NC2CCCCC2)n1-c1ccc(F)cc1,-2,-10
Cn1cc(Br)c(C(=O)Nc2sc3c(c2C(N)=O)CCC3)n1,8,3
Cc1ccc(S(=O)(=O)[N-]c2nc3ccccc3nc2-n2cc[n+](Cc3ccccc3)c2)cc1,-11,6
O=C(O)c1cccc(S(=O)(=O)Nc2ccccc2N2CCOCC2)c1,18,-13
C=CCN1C(=O)c2ccc(C(=O)N3CCC(C(N)=O)CC3)cc2C1=O,-4,2
CC(=O)N1CCN(C(=O)c2cccc(S(=O)(=O)NCc3ccccc3)c2)CC1,-6,3
CC(NCc1ccc(F)cc1)C(=O)Nc1cc(S(=O)(=O)N2CCCCC2)ccc1Cl (stereo not given),-18,-8
Cc1cccc(OCC2=NS(=O)(=O)c3ccccc3N2)c1,6,-6
CC(C)(C)NC(=O)C(c1ccncc1)N(C(=O)Cn1nnc(-c2ccc(F)cc2)n1)c1ccccc1 (stereo not given),5,-5
Cc1ccc(Sc2ccc(C(=O)N(C)C)cc2[N+](=O)[O-])cc1,-1,2
CSc1ccccc1NC(=O)COC(=O)c1ccc(O)cc1,-14,0
O=C(NCc1ccccn1)c1cn(Cc2ccccc2)nn1,2,-8
C=C(C)c1ccc(C(C)(C)NC(=O)N2CCN(C)CC2)cc1,7,16
Cc1ccccc1NC(=O)c1ccc2c(c1)CCN2S(C)(=O)=O,8,-3
CN(N=Cc1cccc2cccnc12)c1ccc([N+](=O)[O-])cc1[N+](=O)[O-],-6,3
Cc1nc(NC(=O)CCC(=O)O)sc1C(=O)N(C)C,7,-5
CN(C)S(=O)(=O)c1ccc2c(c1)c(=O)c(C(=O)N1CCN(c3ccccn3)CC1)cn2C,-6,5
O=C(Nc1c(C(=O)N2CCCC2)cnn1-c1ccccc1)c1cccc(F)c1,2,-8
CCn1c(CCNC(=O)c2cccs2)nnc1SCC(=O)Nc1cccc(Cl)c1,1,9
N#Cc1cccc(C(=O)Nc2ccccc2C(=O)NC2CC2)c1,7,-4
Cc1nc2n[nH]c(N)c2nc1C,2,3
Cc1ccc(S(=O)(=O)NCCC(=O)NCCc2ccccc2)cc1,-4,4
C[C@H]1CN([C@@H](C)CO)S(=O)(=O)c2ccc(Br)cc2O[C@H]1CN(C)C(=O)c1cccc(F)c1,-5,-3
COC(=O)c1[nH]c2ccc(Br)cc2c1NC(=O)CN1CCCc2ccccc21,11,7
O=C(CSc1cn(CCNC(=O)c2c(F)cccc2F)c2ccccc12)NCC1CCCO1 (stereo not given),7,-2
CC(C)c1nc2sc3c(=O)[nH]c(=S)[nH]c3c2c2c1CCCC2,11,-8
Cc1cc(NCc2ccccn2)n2nc(C)c(-c3ccc(Cl)cc3)c2n1,30,-2
Cc1ccc(NC2CCCN(C(=O)c3cc(C(C)C)[nH]n3)C2)cc1C (stereo not given),-4,0
O=[N+]([O-])c1ccc(NCc2ccc(Cl)cc2)nc1,-30,2
CC(=O)OCC(=O)C1(O)CCC2C3CCC4C(OC(C)=O)C(=O)CCC4(C)C3C(=O)CC21C (stereo not given),6,4
COc1ccc(C(=O)COC(=O)c2ccc(NC(C)=O)cc2)cc1[N+](=O)[O-],-24,2
Cn1nc([N+](=O)[O-])c(C(C#N)c2nc3ccccc3n2C)c(Cl)c1=O (stereo not given),-2,11
CSc1nnc(-c2sccc2-n2cccc2)o1,1,-7
Cc1ccc(S(=O)(=O)NC(=O)C2(C)CCN2C(=O)Cc2cc(F)ccc2F)nc1 (stereo not given),9,2
CC(C)(C)NC(=O)CSCc1ccc(Br)cc1,-6,-1
Cc1nn(CC#N)c(=O)n1-c1cccc(F)c1,15,-4
COCCNC(=O)CN1CCCCCC1,14,-1
Cc1cc(C(=O)OCC(=O)NCc2ccco2)c(C)o1,-7,4
Cc1cccc(C)c1NC(=S)NCCc1ccccn1,9,2
CCOC(=O)C1CCCN(S(=O)(=O)c2cccc3cccnc23)C1 (stereo not given),-13,3

# Compound activity (PubChem BioAssay)

# The list is partial (hit frequency here may not be typical).
